PTK2B oligo ant = Pyk2 (human) oligomerization antagonism; actives 0.83% (n = 99,000); z-score (the deposit names both 25 µM and 10 µM); Q293 cells, Pyk2 FERM NanoBiT luminescence; active compounds read low; Q14289; AID 1347419;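 active means Z-score of -3 or lower, scaled per plate to the spread of control and sample wells; inactive means z-score above -3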;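 further: negative z-score means lost luminescence so less FERM oligomerization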
Target sequence (Q14289 whole entry, looked up): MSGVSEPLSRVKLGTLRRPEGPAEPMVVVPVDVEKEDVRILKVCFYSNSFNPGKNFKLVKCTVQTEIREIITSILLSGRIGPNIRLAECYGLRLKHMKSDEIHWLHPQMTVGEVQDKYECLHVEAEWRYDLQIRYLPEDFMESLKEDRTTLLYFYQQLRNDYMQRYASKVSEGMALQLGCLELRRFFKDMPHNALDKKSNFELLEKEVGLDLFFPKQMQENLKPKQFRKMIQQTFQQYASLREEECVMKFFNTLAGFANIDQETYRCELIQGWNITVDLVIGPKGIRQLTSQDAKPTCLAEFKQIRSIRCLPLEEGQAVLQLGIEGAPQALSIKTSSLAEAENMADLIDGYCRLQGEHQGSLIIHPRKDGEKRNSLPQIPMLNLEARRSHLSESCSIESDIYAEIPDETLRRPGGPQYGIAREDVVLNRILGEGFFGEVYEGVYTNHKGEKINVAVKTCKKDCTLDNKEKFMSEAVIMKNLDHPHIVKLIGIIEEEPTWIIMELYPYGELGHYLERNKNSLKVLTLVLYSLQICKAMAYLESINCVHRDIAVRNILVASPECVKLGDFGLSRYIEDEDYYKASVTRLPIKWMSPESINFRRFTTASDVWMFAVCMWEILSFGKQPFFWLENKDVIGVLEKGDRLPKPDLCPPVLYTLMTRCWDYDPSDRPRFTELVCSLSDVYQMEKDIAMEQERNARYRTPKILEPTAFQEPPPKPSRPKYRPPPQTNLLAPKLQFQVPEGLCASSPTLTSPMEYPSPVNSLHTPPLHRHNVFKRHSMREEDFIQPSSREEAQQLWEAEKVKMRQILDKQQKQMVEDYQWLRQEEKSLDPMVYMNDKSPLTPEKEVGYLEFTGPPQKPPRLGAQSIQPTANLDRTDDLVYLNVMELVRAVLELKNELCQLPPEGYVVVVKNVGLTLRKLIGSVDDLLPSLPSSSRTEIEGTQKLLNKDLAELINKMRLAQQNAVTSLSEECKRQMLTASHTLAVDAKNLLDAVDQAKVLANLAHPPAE
F-actin modifier = alters cytoskeleton assembly in HUVEC cells; actives 0.18% (n = 91,000); HUVEC TNFa F-actin phalloidin imaging, high content; inhibition, % at 2 µM;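 active means inhibition above the batch mean plus 3 SD and confirmed as a hit by visual image inspection, cut at about 30% in these data, passing the limit was not always enough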; further: strong numbers were not always called active
Smad3 FoxH1 inh = Smad3 (human) transcription factor binding inhibition; TR-FRET Smad3/Dy647-FoxH1 peptide binding, europium anti-His; inhibition, % at 25 µM; actives 0.29% (n = 88,000);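 active means compounds that reduce the energy-transfer binding signal between the protein and its labelled peptide by more than half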;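 further: 0% = Smad3 plus labelled peptide maximal FRET and 100% = peptide-only background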
TNFa cytotox = HUVEC cytotoxicity counter-screen, TNF alpha stimulated | actives 0.17% (n = 93,000) | cell count reduction, % at 2 µM | HUVEC TNFalpha-stimulated, Hoechst cell count, imaging;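 active means cell count reduction exceeding the screen mean by over 5 SD, scaled to untreated wells per plate, cut at about 78% in these data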;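 further: cells counted after 24 h of TNF alpha exposure following the 1 h pretreatment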
HUVEC prolif 384 = inhibitors of human endothelial cell proliferation; HUVEC proliferation, CellTiter-Glo luminescence, 72 h; active compounds read low; AID 648; viability, % at 10 µM (by protocol); actives 1.1% (n = 86,000);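 active means viability at or below 30%; inactive means viability above 30%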;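 further: 100% = median luminescence of DMSO-only cell control wells on each plate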
Lung fibro prol = blocks proliferation of human lung fibroblasts; LL 47 human lung fibroblast viability, ATP luminescence; active compounds read low; viability, % at 10 µM; actives 1.1% (n = 85,000);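 active means viability at or below 50% in the single dose screen; inactive means viability above 50%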;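 further: compound exposure lasted 72 h before the ATP readout; 100% = median luminescence of untreated cell-only wells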
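Benchmarks: Cell-only wells, no compound | Test system: LL 47 human lung fibroblasts, passage 12 or lower | Input: 1,150 cells/well | Measured by: CellTiter-Glo luminescence measuring cellular ATP | Medium: IMEM, 15% FBS supplement | Schedule: Overnight attachment after seeding, then 72 h compound exposure at 37 °C | Doses: Compound addition at 0.1% DMSO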
VCAM1 TNFa inh = reduces TNF alpha induced VCAM1 expression in HUVEC | HUVEC TNFa-induced VCAM-1 immunofluorescence, high-content imaging | inhibition, % at 2 µM | actives 0.48% (n = 95,000) | AID 802;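 active means inhibition above the batch mean plus 3 SD, with images confirmed as a hit by eye, cut at about 37% in these data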;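 further: 0% = TNF-stimulated DMSO wells and 100% = unstimulated control wells; not every result past the cut was called active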
IL1B cytotox = toxic to HUVEC cells under IL-1B stimulation. AID 845. cell count reduction, % at 2 µM. actives 0.41% (n = 94,000). HUVEC cell count loss, Hoechst imaging, IL-1B stimulated;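 active means cell count reduction more than 3 SD above the screen-wide mean, cut at about 70% in these data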;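 further: normalized per plate to untreated control cells as the no-loss baseline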
H69AR growth 86K = blocks growth of human H69AR lung tumor cells. H69AR lung tumor viability, ATP luminescence, 72 h; active compounds read low. viability, % at 10 µM. actives 6% (n = 85,000). AID 598;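 active means viability at or below 40%; inactive means viability above 40%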;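 further: multidrug resistant small cell line overexpressing MRP-1 efflux transporter; 100% = mean luminescence of untreated control wells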
* = called active by the depositor; · = not tested or not shown; [ ] = another dose, or the depositor's remark.

Second line of a record: PTK2B oligo ant, F-actin modifier, Smad3 FoxH1 inh, TNFa cytotox, HUVEC prolif 384, Lung fibro prol, VCAM1 TNFa inh, IL1B cytotox, H69AR growth 86K
COc1cccc(N(C(=O)c2ccco2)C(C(=O)NC2CCCC2)c2ccc(N(C)C)cc2)c1 (stereo not drawn)
 : -1.1, -7, 1, -5, 94, 96, 16, 17, 76
COc1cccc(NC(=O)CSc2ccc3nnc(-c4ccncc4)n3n2)c1
 : ·, 0, -11, 4, 87, 93, -5, 7, 84
Nc1sc2c(c1C(=O)NC1CCS(=O)(=O)C1)CCC2 (stereo not drawn)
 : 1.5, 2, 9, -43, 88, 101, 9, -20, ·
COC(=O)c1c(-c2ccc(Br)cc2)csc1NC(=O)Cc1ccc(OC)c(OC)c1
 : -0.83, 0, ·, -7, ·, ·, 0, 4, ·
O=C(CCCSc1nnnn1-c1ccccc1)c1ccc(F)cc1
 : ·, 3, ·, 13, ·, ·, 9, 16, ·
c1ccc(-c2nc(N3CCCCC3)nc3ccccc23)cc1
 : -0.4, 14, 6, -42, 105, 90, 11, 27, 83
COCCCn1c(SCC(N)=O)nnc1-c1ccccc1
 : 0.6, -46, 4, -22, 106, 99, 20, 32, 96
COc1cccc(/C=N\NC(=O)C2C(=O)NCC2c2ccccc2)c1O (stereo not drawn)
 : -0.04, -12, ·, 36, ·, ·, -48, 2, ·
Cc1c(NC(=O)CSc2nccn2C)c(=O)n(-c2ccccc2)n1C
 : -0.26, 4, ·, 8, ·, ·, -4, -18, ·
Cn1c(=O)c2c(nc(N3CCOCC3)n2CCSc2ncccn2)n(C)c1=O
 : ·, -11, 2, -8, 99, 105, 3, -9, 92

Remaining list, next part:
Second line of a record: PTK2B oligo ant, F-actin modifier, Smad3 FoxH1 inh, TNFa cytotox, HUVEC prolif 384, Lung fibro prol, VCAM1 TNFa inh, IL1B cytotox, H69AR growth 86K
Cc1ccccc1C(=O)NC(=S)Nc1ccc(S(=O)(=O)N2CCN(C)CC2)cc1
 : 0.77, 9, ·, 3, ·, ·, -37, 10, ·
O=C1c2oc3ccccc3c(=O)c2C(c2cccc(O)c2)N1c1ccccn1 (stereo not drawn)
 : ·, -31, 5, 4, 92, 87, 20, 5, 77
COc1ccc(C(=O)NCC(C)C)c(OC)c1
 : -0.53, -16, -7, -12, 87, 99, -5, -19, 92
CCOC(=O)N1CCN(C(=O)Nc2ccc(Cl)cc2)CC1
 : 0.5, -2, -4, 9, 98, 99, -4, -59, 98
O=C(CN1CCN(S(=O)(=O)c2ccc(Cl)s2)CC1)NCc1ccc(Cl)cc1
 : 0.36, 8, ·, -11, ·, ·, -6, -6, ·
CC(C)OC(=O)C1=C(N)N2C(=O)CSC2=C(C(=O)OC(C)C)C1
 : -0.61, 16, -15, -6, 97, 101, -1, 2, 75
CCNC(=O)CN1C(=O)NC2(CCCCCC2)C1=O
 : 0.63, ·, 6[fluorescence artefact?], -26, 105, 105, -3, 9, 85
O=C(Oc1ccccc1)c1cccc(COC(=O)c2cnccn2)c1
 : -0.1, -10, 2, -3, 85, 92, 9, 87*, 92
N#Cc1c(NC(=O)c2cccnc2)sc2c1CCC2
 : 0.01, -34, 0, -14, 54, 75, 0, ·, 21*
CCOc1ncccc1C(=O)OCc1cn2cc(Cl)ccc2n1
 : -1.3, -9, -1, -28, 85, 100, 9, -22, 35*

(next part)
Second line of a record: PTK2B oligo ant, F-actin modifier, Smad3 FoxH1 inh, TNFa cytotox, HUVEC prolif 384, Lung fibro prol, VCAM1 TNFa inh, IL1B cytotox, H69AR growth 86K
Cc1cccc2cc(CN(Cc3ccccc3)C(=O)N(C)C)c(=O)[nH]c12
 : -0.25, 2, 7, -32, 101, 98, -22, -25, 86
O=C(c1ccc(Cl)cc1)c1coc2ccc(O)cc12
 : -0.13, ·, -11, 0, 67, 99, 8, -9, 83
CCOc1cc(-c2c(C#N)c(N)nc3c2CCCC3C)ccc1O (stereo not drawn)
 : -3.1*, 22, -6, -4, 76, 96, 0, -20, 31*
Cc1cccc(CSc2cccc3cccnc23)c1
 : -2, -34, ·, 14, ·, ·, 17, -10, ·
COC(=O)c1ccc(-n2cncn2)c(F)c1
 : -0.13, -9, ·, 6, ·, ·, 2, -35, ·
Cc1nc2cccc(C(=O)NC3CCCCC3)c2o1
 : -0.59, -9, -24, 15, 104, 107, 12, -32, 90
O=C(Cn1cnc2ccccc2c1=O)c1ccccc1
 : 1, 7, 7, 10, 97, 93, -12, -3, 95
COc1cc(NC(=O)c2cccs2)c(C(=O)OCC(=O)NC(=O)NC(C)(C)C)cc1OC
 : -2.1, -17, -12, -13, 88, 102, 7, -11, 98
COc1cc(-c2nn3c(-c4cccc(C)c4)nnc3s2)cc(OC)c1OC
 : 0.82, 21, 0, 12, 89, 100, -24, -2, 93
CCCCSCc1ccc(C(=O)O)o1
 : 0.44, 1, -10, -31, 98, ·, 3, -18, 104

Remaining list, next part:
Second line of a record: PTK2B oligo ant, F-actin modifier, Smad3 FoxH1 inh, TNFa cytotox, HUVEC prolif 384, Lung fibro prol, VCAM1 TNFa inh, IL1B cytotox, H69AR growth 86K
CCn1cc(C(=O)NCc2cccs2)c(=O)c2ccc(C)nc21
 : -0.96, 3, -3, -3, 92, 89, -18, -18, 100
O=C(CSc1nc2ccccc2s1)N1c2ccccc2Sc2ccccc21
 : -0.89, 1, ·, -9, ·, ·, 4, -39, ·
COc1ccc(C2=Nn3c(nnc3-c3ccccc3OC)SC2)cc1OC
 : -1.1, ·, ·, 55, ·, ·, 48*, -90, ·
COc1ccc(-c2cn3cccnc3n2)cc1NC(=O)CC(C)C
 : 0.96, 11, ·, -29, ·, ·, 5, -11, ·
Cc1c(Cl)cccc1NC(=O)c1cccc(OC(F)F)c1
 : -0.86, 15, ·, -40, ·, ·, -42, 3, ·
O=C1C2C(c3ccccc3)C=CC(c3ccccc3)C2C(=O)N1C1CCCCC1 (stereo not drawn)
 : -0.52, -8, 7, -10, 94, 94, 18, -10, 82
Cc1ccccc1C(=O)Nc1ccc(N2CCOCC2)nc1
 : 0.01, 6, ·, 4, ·, ·, 6, -4, ·
Cc1cc(C)nc(NS(=O)(=O)c2ccc(N)cc2)n1
 : ·, ·, -16, ·, 109, 101, ·, ·, 98
Cc1ccc(C)c(Cn2nnc3c(=O)[nH]c(C(=O)NCc4ccco4)nc32)c1
 : 0.33, ·, 11, ·, 95, 103, ·, ·, 104
CCCOc1ccccc1N/C(=N/c1nc(C)cc(C)n1)NC(=O)COc1ccc(OC)cc1
 : -1.1, ·, -2, -44, 75, 89, 10, 7, 46

Next section
Second line of a record: PTK2B oligo ant, F-actin modifier, Smad3 FoxH1 inh, TNFa cytotox, HUVEC prolif 384, Lung fibro prol, VCAM1 TNFa inh, IL1B cytotox, H69AR growth 86K
N#CCCn1c(-c2nonc2NC(=O)c2ccccc2Cl)nc2ccccc21
 : -0.29, -44, ·, -3, ·, ·, 8, -15, ·
CN1C(=O)c2oc3ccc(Br)cc3c(=O)c2C1c1ccncc1 (stereo not drawn)
 : ·, ·, 9, ·, 101, 103, ·, ·, 91
COc1cc2c(cc1OC)C(COc1ccc3c(C)cc(=O)oc3c1)N(C(=O)c1ccco1)CC2 (stereo not drawn)
 : -1.6, -5, 5, 4, 79, 84, 7, -95, 52
O=C(Cn1cnc2cc(Cl)ccc2c1=O)Nc1ccc2c(c1)OCO2
 : 1, 4, ·, -4, ·, ·, 12, -14, ·
CS(=O)(=O)Nc1ccc2c(c1)C(=O)OC2
 : 0.02, 2, 9, -10, 99, 99, 4, -11, 95
COc1cccc(-c2noc(-c3cccs3)n2)c1
 : -0.7, -12, -7, -2, 95, 97, -3, -8, 84
Cc1ccc(/C=C/C(=O)N2CCc3ccccc3C2)cc1
 : -0.04, 25, ·, -25, ·, ·, -45, 8, ·
CN(C)CCN(Cc1ccccc1)c1ccnc(N(C)C)c1C#N
 : -0.66, 2, 6, -28, 91, 101, 19, 27, 95
O=S1(=O)NC(=NC2CCCCCC2)c2ccccc21
 : 0.68, 8, -12, -41, 110, 92, 3, -7, 86
COc1cc(NC(=O)CSc2nnc3n2C(C)(C)Cc2ccccc2-3)cc(OC)c1
 : -0.6, 33, -7, -6, 55, 70, -6, -10, 66

Next structures
Second line of a record: PTK2B oligo ant, F-actin modifier, Smad3 FoxH1 inh, TNFa cytotox, HUVEC prolif 384, Lung fibro prol, VCAM1 TNFa inh, IL1B cytotox, H69AR growth 86K
CCOc1cc(S(=O)(=O)NC2CCCC2)ccc1Cl
 : -0.64, 4, 6, -7, 86, 91, 2, -1, 91
COc1ccc(NC(=O)CCCC2=NS(=O)(=O)c3ccccc3N2)cc1
 : ·, ·, 0, ·, 100, 97, ·, ·, 90
O=C(c1ccco1)N(Cc1cccs1)C1CCS(=O)(=O)C1 (stereo not drawn)
 : 0.39, 5, 3, 5, 107, 100, -7, 3, 93
O=C(OCN1C(=O)c2ccccc2C1=O)C1CCCCC1
 : 0.92, -20, 4, 3, 95, 107, 0, 4, 96
Cc1cccc(C(=O)Nc2cccc(-c3cnc4ccccc4n3)c2)c1
 : -0.85, 12, ·, -18, ·, ·, 8, -39, ·
COc1ccc(NC(=O)Nc2ccc3nccnc3c2)cc1
 : -1.3, ·, -12, ·, 94, 113, ·, ·, 82
COc1ccc(C2C(C(C)=O)=C(O)C(=O)N2Cc2cccnc2)cc1 (stereo not drawn)
 : 1.1, -4, 6, -29, 100, 103, -8, -6, 99
O=C1c2cccc3c([N+](=O)[O-])ccc(c23)C(=O)N1c1ccccn1
 : 0.03, -85, ·, 43, ·, ·, 33, ·, ·
CC1Cc2nc(SCC(=O)NCc3ccco3)n(Cc3ccccc3)c(=O)c2S1 (stereo not drawn)
 : ·, ·, 1, ·, 99, 101, ·, ·, 91
CCn1nc2cc(C(=O)NCCc3cccs3)ccc2c1OC
 : ·, -26, ·, 8, ·, ·, 3, -15, ·

Following part
Second line of a record: PTK2B oligo ant, F-actin modifier, Smad3 FoxH1 inh, TNFa cytotox, HUVEC prolif 384, Lung fibro prol, VCAM1 TNFa inh, IL1B cytotox, H69AR growth 86K
CCOC(=O)C1C(c2ccc3c(c2)OCO3)NC(=O)NC1(O)C(F)(F)F (stereo not drawn)
 : 0.21, 5, 3, -8, 94, 91, -8, 10, 86
O=C(CN1CCOCC1)OCCCC1CCCCC1
 : 0.54, -21, 3, -19, 92, 96, 5, -12, ·
Cn1c(SCC(=O)Nc2nccs2)nnc1-c1ccncc1
 : 0.38, 12, 6, -52, 95, 91, 9, -12, 93
CCOC(=O)c1c(C)n(C)c2ccc(OC)c(NC(=O)CN3CCCCC3)c12
 : 0.18, -27, -6, -1, 96, 97, 0, -11, 96
CC(C)Sc1nc(NCc2ccco2)c2c3c(sc2n1)COC(C)(C)C3
 : -2.2, ·, 1, ·, 99, 93, ·, ·, 53
COc1cccc(CNc2ccc(Br)cn2)c1O
 : -1.1, -15, 6, -3, 93, 91, 16, -1, 94
O=C(CSc1nc2ccccc2s1)N1CCOCC1
 : 2.4, -2, 3, -7, 93, 100, 24, -4, 82
CCOc1ccc(-n2c(C)nc3c(cnn3-c3ccc(Cl)cc3)c2=O)cc1
 : 1.4, 8, ·, -22, ·, ·, -2, -4, ·
COCCNC(=O)c1c[nH]c2ccc(S(=O)(=O)N3CCC4(CC3)OCCO4)cc2c1=O
 : 0.44, -6, 1, -5, 89, 92, 34, -28, 79
Cc1nc2ccccc2n1/C(=N/S(=O)(=O)c1ccc(Br)cc1)c1ccccc1
 : ·, -58, ·, -3, ·, ·, 11, -20, ·

Screening results deposited in PubChem by several laboratories.

Only part of the results is shown; count on the stated rates, not on these rows.
